aSyn rescue: alpha-synuclein toxicity inhibition in yeast; Yeast expressing alpha-synuclein, growth rescue, BacTiter-Glo, 24 h; Potency, µM (titrated, usually from 46.1 µM), for the others: at the top dose growth rescue (activation), actives largely listed as activators; actives 0.14% (n = 370,000); note: potency is the fitted concentration of half-maximal effect; % of control where 0% means no effect; nearly all actives have a fitted effect of over 65% in size
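Readout is rescue of growth in alpha-synuclein-expressing yeast, so inhibitors of toxicity appear as activators. Growth after 24 hr at 30 deg C in galactose medium is quantified by luminescence.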
TDP-43 yeast inh: TDP-43 toxicity inhibition in yeast | Potency, µM (highest dose often 46.1 µM), for inactives: top-dose growth rescue (activation), usual class: activators | TDP-43 expressing yeast growth rescue, BacTiter-Glo, 24 h | actives 1.8% (n = 410,000) | AID 652104; note: potency is the fitted concentration of half-maximal effect; % of control where 0% means no effect; nearly all actives have a fitted effect of over 50% in size
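Readout is BacTiter-Glo luminescence of cell growth, so inhibitors register as activators. TDP-43-expressing yeast at OD600=0.02 in galactose medium, after raffinose pregrowth to mid-log, were incubated with compound for 24 hr at 30 deg C.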
D3 antag: antagonists of human D3 dopamine receptor; D3R cells, DiscoveRx beta-arrestin luminescence, antagonist mode; active compounds read low; max response, negative = inhibition, %; actives 2.5% (n = 360,000); in the data active = max response below about -50%; inconclusive = no clear call, values can overlap the other calls; note: % is set by controls: 0 for no effect and ±100 for the full control effect; mostly tested at two doses, the higher about 12 µM
Target sequence (P35462 whole entry, looked up): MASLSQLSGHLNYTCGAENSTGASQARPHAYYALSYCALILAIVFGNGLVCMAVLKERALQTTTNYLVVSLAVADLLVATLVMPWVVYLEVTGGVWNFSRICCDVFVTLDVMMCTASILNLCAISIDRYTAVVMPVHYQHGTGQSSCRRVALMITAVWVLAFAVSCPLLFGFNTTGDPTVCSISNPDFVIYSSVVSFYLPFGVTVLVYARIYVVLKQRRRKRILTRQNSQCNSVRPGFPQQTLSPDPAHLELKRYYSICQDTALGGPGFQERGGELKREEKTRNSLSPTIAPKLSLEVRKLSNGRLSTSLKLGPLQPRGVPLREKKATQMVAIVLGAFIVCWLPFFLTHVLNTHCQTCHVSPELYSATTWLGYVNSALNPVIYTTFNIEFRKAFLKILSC
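Cells expressing the human receptor were seeded at 1500 cells/well, incubated overnight at 37 degrees C in 5% CO2, then exposed to library compounds with dopamine controls for 90 minutes at 37 degrees C before luminescent detection.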
FUS suppressor: FUS proteinopathy suppression in yeast | actives 0.24% (n = 390,000) | S. cerevisiae FUS-expressing, growth rescue, OD600, 24 h | Potency, µM (series often up to 76.6 µM), without a hit: at the top dose growth rescue (activation), hits mostly activators;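 note: potency is the fitted concentration of half-maximal effect; plate controls were DMSO vehicle for no effect and reference control for full effect; nearly all actives have a fitted effect of over 55% in size; some results filed as inactive show a strong effect at the top dose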
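Read-out: OD at 600 nm after 24hr at 30C, reporting rescue of FUS-induced yeast toxicity. Cells at OD 0.005 in galactose (2%) minimal medium; compounds tested in a dilution series; CP55940 titration from 92uM final as control.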
PTHR1 agonist: activates the human parathyroid hormone receptor PTHR1; Q03431; HEK293 GP2 PTHR1 cells, GloSensor cAMP luminescence, 1 h; Potency, µM (titrated, usually from 115 µM), inactives show at the top dose activation, most hits filed as activators; actives 0.075% (n = 410,000); AID 743266; note: potency is the fitted concentration of half-maximal effect; nearly all actives have a fitted effect of over 55% in size; some results filed as inactive show a strong effect at the top dose; inactives centre near -15; many of its hits are not listed in these tables
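HEK-293-derived GP2 cells expressing PTHR1 and a GloSensor cAMP reporter, 3,000/well, plated overnight, given luciferin plus IBMX (each 0.5 mM as added) for 1 h at 37 °C, then compound for 1 h at 37 °C. Luminescence was read after 15 min at room temperature.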
GLP1R inv ag: acts as inverse agonist at human GLP-1 receptor; P43220; actives 1.6% (n = 410,000); AID 624417; Potency, µM (series often up to 38.3 µM), without a hit: at the top dose activity change, negative = inhibition, actives largely listed as inhibitors; HEK293 GLP-1R CRE-luciferase, luminescence, 24 h; GLP-1R form is constitutively active; note: potency is the fitted concentration of half-maximal effect; % is set by controls: 0 for no effect and ±100 for the full control effect; nearly all actives have a fitted effect of over 55% in size
Target sequence (P43220 whole entry, looked up): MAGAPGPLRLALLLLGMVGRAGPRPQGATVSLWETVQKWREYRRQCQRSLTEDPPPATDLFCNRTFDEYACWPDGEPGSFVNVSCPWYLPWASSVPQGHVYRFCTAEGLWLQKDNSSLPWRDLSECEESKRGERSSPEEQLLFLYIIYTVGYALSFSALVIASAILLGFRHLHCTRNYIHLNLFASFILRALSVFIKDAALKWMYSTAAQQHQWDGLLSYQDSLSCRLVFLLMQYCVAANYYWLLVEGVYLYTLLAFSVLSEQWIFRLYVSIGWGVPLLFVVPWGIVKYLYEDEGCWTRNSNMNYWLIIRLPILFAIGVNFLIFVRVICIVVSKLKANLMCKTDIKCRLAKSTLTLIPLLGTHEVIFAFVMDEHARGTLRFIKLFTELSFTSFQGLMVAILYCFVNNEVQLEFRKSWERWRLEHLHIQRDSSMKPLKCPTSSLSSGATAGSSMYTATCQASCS
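Seeding at 200 cells/uL, 12 h culture, 24 hr compound treatment, then luciferase reagent and a luminescence read; cells are HEK293 stably expressing a constitutively active GLP-1R plus cAMP-responsive luciferase.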
GLP-1R agonist: agonists of human GLP-1 receptor; P43220; HEK293 GLP-1R CRE-luciferase, luminescence, 4-6 h; cells express a hypersensitive GLP-1R form; actives 0.007% (n = 380,000); Potency, µM (titrated, usually from 45.6 µM), for the others: top-dose activation, hits mostly activators; note: potency is the fitted concentration of half-maximal effect; % of control where 0% means no effect
Abeta yeast res: compounds reversing amyloid beta toxicity in yeast | yeast expressing A-beta42, growth rescue, OD600, 48 h; response scale: 0% DMSO, 100% iron-clioquinol control | Potency, µM (doses to about 46.1 µM), without a hit: at the highest dose growth rescue, actives largely listed as activators | actives 0.063% (n = 410,000) | AID 1347071; note: potency is the fitted concentration of half-maximal effect; nearly all actives have a fitted effect of over 55% in size
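Yeast growth medium received pinned compounds, then yeast cells expressing toxic A-beta were added; plates incubated at 30 C for 48 hr. Growth read as absorbance at 600 nm, normalized to DMSO and equimolar FeCl3 plus clioquinol controls.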
Akt phos inh: inhibitors of Akt phosphorylation. Neuro2A IGF-stimulated pAkt S473 HTRF, 20 min; active compounds read low. activity change, % for hits at 50 µM. actives 0.32% (n = 360,000). AID 651550; in the data active = activity change below about -80%; inconclusive = mostly about -51% to -80%; note: % is set by controls: 0 for no effect and ±100 for the full control effect
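Single-point screen (50 µM final compound) in Neuro2A cells stimulated 20 min with 6 nM IGF at 37 deg C. After lysis, Ser473-phosphorylated Akt read by HTRF (ex 330 nm, em 615/665 nm) as the 665/615 ratio.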
The depositor's hits bear a star; i = inactive; ? = inconclusive; . = no result given; [ ] = dose if it differs, or a comment. Unless noted, calls come from the whole dose curve; as a rule, active = well fitted curve in the direction sought with a large enough effect; inconclusive = small, poorly fitted or top-dose-only effect, or another doubt; inactive = no such curve, though single readings can be large; an effect the other way counts as inactive or inconclusive. Some of the compounds tested; the hit share may differ from the screen's.

SMILES	aSyn rescue	TDP-43 yeast inh	D3 antag	FUS suppressor	PTHR1 agonist	GLP1R inv ag	GLP-1R agonist	Abeta yeast res	Akt phos inh
CCn1c2ccccc2c2cc(NC(=O)CSc3nnc(-c4ccc(OC)cc4)n3N)ccc21	3%	0%	20	22%	-10%	1%	-7%	2%	i
O=C(Nc1ccc(Oc2ccc(NC(=O)Nc3ccc([N+](=O)[O-])cc3)cc2)cc1)Nc1ccc([N+](=O)[O-])cc1	-1%	2%	0	24%	-23%	?	4%	-1%	i
COc1cc(C(=O)N2CCN(C3=NS(=O)(=O)c4ccccc43)CC2)cc(OC)c1OC	-8%	25%	-23	1%	-20%	-16%	-3%	6%	i
CN1CCS/C1=C/C=C1\SC(=S)N(CC(=O)O)C1=O	-1%	-15%[0.397 µM]	-30	24%	i	?	-1%	-5%	i
CCCN(Cc1cc2cc(C)ccc2[nH]c1=O)C(=O)c1cccc([N+](=O)[O-])c1	1%	6%	7	-14%	i	8%	6%	6%	i
CC(=O)N1c2ccc(S(=O)(=O)NCCC(=O)NCCc3ccc(C)cc3)cc2CC1C (stereo unspecified)	11%	23%	21	1%	-30%[inhibitor]	14%	8%	0%	i
O=C(NCc1ccco1)c1cnn2c(C(F)(F)F)cc(-c3ccccc3)nc12	2%	-21%	10	-18%	7%	-1%	0%	-15%	i
O=C(NC1CC1)C1CCN(c2nc3ccccc3s2)CC1	3%	0%	-6	2%	-40%[inhibitor]	-9%	-2%	4%	i
COC(=O)C1C(=O)C2=C(CC1C)NC(=O)CC2c1ccc(F)cc1 (stereo unspecified)	5%	3%	4	15%	i	-16%	1%	-3%	i
CC(C)c1nnc(SCC(=O)NC2CCCCC2)n1C	-1%	-4%	12	6%	i	27%	5%	-2%	i
COc1ccc(Br)cc1S(=O)(=O)n1ccnc1C	4%	1%	3	-6%	i	6%	-6%	-10%	i
CC1(C(=O)OCC(=O)Nc2ccccc2Cl)CC1(Cl)Cl (stereo unspecified)	1%	-9%	8	4%	-16%	1%	6%	18%	i
Cc1ccc(C(=O)CSc2nc3ccccc3c(=O)[nH]2)cc1	7%	?	23	28%	-26%	0%	-1%	18%	i
CCCCOc1ccc(NC(=O)Cn2nnnc2-c2ccccc2F)cc1	.	14%	.	7%	i	-15%	.	-8%	.
CN(Cc1ccccc1)/C(=N/O)c1cccc(Cl)c1	1%	?	-7	4%	0%	?	7%	28%	i
O=C(NCc1cccnc1)C1Cc2c(-c3ccc(Cl)cc3)ccnc2O1 (stereo unspecified)	4%	22%	-6	-7%	-18%	?	5%	-10%	i
O=C(COC(=O)C1(c2ccc(F)cc2)CCCC1)NCc1ccc2c(c1)OCO2	8%	?	-11	35%	-36%[inhibitor]	?	5%	2%	i
CC(C)(C)c1cc(NC(=O)CSc2nnc(NCc3ccccc3)s2)n(-c2ccccc2)n1	6%	24%	8	?	-27%	?	3%	0%	i
COc1ccc(CCNC(=O)C(=O)NCCC2CCCCN2S(=O)(=O)c2cccs2)cc1 (stereo unspecified)	6%	9%	6	20%	-14%	?	-7%	3%	i
Cc1ccc2c(c1)NC(=O)c1cccnc1N2	-9%	-13%	4	18%	-40%[inhibitor][57.5 µM]	68%[activator]	19%	-5%	i
CCc1ccc(N2C(=O)C3C4C=CC(CC4)C3C2=O)cc1 (stereo unspecified)	1%	27%	5	-25%	-24%	?	1%	10%	i
CCC(=O)Nc1sc2c(c1C#N)CC(C)(C)NC2(C)C	3%	2%	7	-1%	-15%[57.5 µM]	0%	3%	5%	i
O=C(COC(=O)c1cc(=O)[nH]c(=O)[nH]1)Nc1cccc(S(=O)(=O)N2CCCCC2)c1	0%	6%[9.22 µM]	6	-6%	-12%	1%	-1%	-7%	i
COc1cc(S(=O)(=O)N(Cc2ccccn2)Cc2ccccc2Cl)ccc1-n1cnnn1	2%	-23%	3	18%	-7%[57.5 µM]	32%[activator]	11%	0%	i
CCOC(=O)CSc1nnc(-c2cccs2)n1-c1ccccc1	9%	7%	-12	11%	i	-19%	4%	0%	i

Single records (already shown):
CCC(=O)Nc1sc2c(c1C#N)CC(C)(C)NC2(C)C is listed as aSyn rescue = 3%; TDP-43 yeast inh = 2%; D3 antag = 7; FUS suppressor = -1%; PTHR1 agonist = -15%[57.5 µM]; GLP1R inv ag = 0%; GLP-1R agonist = 3%; Abeta yeast res = 5%; Akt phos inh = i
CCCCOc1ccc(NC(=O)Cn2nnnc2-c2ccccc2F)cc1 is listed as aSyn rescue = .; TDP-43 yeast inh = 14%; D3 antag = .; FUS suppressor = 7%; PTHR1 agonist = i; GLP1R inv ag = -15%; GLP-1R agonist = .; Abeta yeast res = -8%; Akt phos inh = .

Further results follow:
SMILES	aSyn rescue	TDP-43 yeast inh	D3 antag	FUS suppressor	PTHR1 agonist	GLP1R inv ag	GLP-1R agonist	Abeta yeast res	Akt phos inh
Cn1c(N)c(Br)c(-c2ccc(F)cc2)c(C#N)c1=O	8%	-13%[9.22 µM]	3	-3%	-16%	13%	5%	-4%	i
CCCc1nnc(NC(=O)CCC(=O)NCc2ccccc2OC)s1	0%	-14%	14	11%	i	-23%	-15%	5%	i
Cc1ccc(S(=O)(=O)Nc2cccnc2Oc2ccc(Cl)cc2)cc1	16%	20µM*	7	3%	i	?	-8%	-7%	i
Cc1cccn2c(=O)c(/C=C(\C#N)C(=O)NCc3ccco3)c(N3CCC(C(N)=O)CC3)nc12	0%	5%	9	.	i	10%	3%	?	i
COc1cccc(OC)c1C(=O)OCC(=O)NCCCc1ccccc1	-1%	?	22	-2%	i	-35%	14%	3%	i
CC(=O)c1ccc(NC(=S)NC(C)c2ccc(Cl)cc2Cl)cc1 (stereo unspecified)	-16%	?	-1	37%	-38%[inhibitor]	0%[0.307 µM]	-19%	-23%	i
O=C(CSc1ccc(F)cc1)Nc1ccccc1N1CCOCC1	6%	22%	19	-4%	-16%	?	-4%	-3%	i
COc1cc(OC)cc(C(=O)NCCNC(=O)c2ccccc2)c1	-9%	8%	-18	-21%	-5%	15%	5%	-20%	i
CCOc1ccc(NC(=NCc2ccc3c(c2)OCO3)SC2CC(=O)N(c3ccc(OCC)cc3)C2=O)cc1 (stereo unspecified)	2%	-7%	-7	?	-7%[57.5 µM]	1%	-4%	14%	i
Cc1nn(C(=O)c2ccccc2)c(C)c1S(=O)(=O)N1CCOCC1	.	13%	.	-3%	?	14%	-1%	-15%	.
CCOc1ccccc1C(=O)OCC(=O)Nc1nnc(-c2ccccc2)o1	?	22µM*	10	29%	-20%	-7%	-16%	?	i
Cc1oc(-c2ccc(C(=O)NCc3ccccc3F)cc2)nc1COc1ccccc1	.	16%	.	-4%	-23%	?	.	8%	.
CC(C)n1cc(CN2CCC(C(=O)Nc3cccc(-c4cscn4)c3)CC2)cn1	-3%	3%	-11	10%	-9%	?	3%	-4%	i
CC1=CC2(O)OCCN(CCO)C2=CC1=O (stereo unspecified)	-3%	6%	14	18%	i	8%	-6%	11%	i
O=C(CSc1nc(-c2ccccc2Cl)ns1)c1ccc(Cl)cc1	-9%	-13%	-3	.	-65%[inhibitor]	?	0%	6%	i
C=CCn1c(O)c(N=O)c2ccccc21	11%	7%	16	-13%	-6%	12%	-1%	-6%	i
COc1ccc(NC(=O)c2ccco2)cc1NC(=O)COc1cc(C)ccc1C(C)C	.	4%	.	12%	-2%	-12%	2%	-2%	.
CCCOc1ccccc1OCC(=O)Nc1ccc(S(=O)(=O)N2CCCC2)cc1	9%	?	12	18%	-47%[inhibitor]	-17%	-2%	21%	i
CC(OC(=O)Cc1ccc(F)cc1)C(=O)N1CCc2ccccc21 (stereo unspecified)	16%	-14%	-9	8%	-13%	?	2%	-15%	i
O=C(NCc1cccc(C(F)(F)F)c1)c1ccc[nH]1	-2%	29%	5	-3%	-6%	-1%	-4%	3%	i
C=CCn1c(SC(C)C(=O)NC2(C#N)CCCCC2)nnc1-c1ccc(OC)cc1 (stereo unspecified)	.	-6%	?	7%	i	0%	-5%	-3%	.
Cc1cc(C(F)(F)F)n2nc(-c3ccc(Br)cc3)cc2n1	.	5%[9.22 µM]	.	-7%	i	7%	.	-12%	.
COc1ccc2c(c1)C(NC(C)=O)C(=O)N2C (stereo unspecified)	4%	-2%	-1	3%	-34%[inhibitor][57.5 µM]	4%	-14%	-1%	i
COc1ccccc1OC(=O)C1CC(=O)N(c2ccc(Cl)cc2)C1 (stereo unspecified)	6%	-4%	1	24%	i	8%	-5%	11%	i
COC(=O)c1sccc1S(=O)(=O)N1CCCC(N(C)CCc2ccccn2)C1 (stereo unspecified)	3%	12%	-2	1%	i	-2%	1%	-1%	i
Additional records
SMILES	aSyn rescue	TDP-43 yeast inh	D3 antag	FUS suppressor	PTHR1 agonist	GLP1R inv ag	GLP-1R agonist	Abeta yeast res	Akt phos inh
Cc1ccc(C(c2nnnn2Cc2cccs2)N2CCN(Cc3ccc4c(c3)OCO4)CC2)cc1 (stereo unspecified)	13%	-2%	-53*	8%	-6%[57.5 µM]	?	0%	7%	i
O=C(O)C1CCCN(S(=O)(=O)c2ccc3c(c2)OCCO3)C1 (stereo unspecified)	-2%	-17%	-9	4%	i	2%	1%	-2%	i
CCOC(=O)c1ccc(S(=O)(=O)N2CCN(C3CC(=O)N(c4ccccc4C(F)(F)F)C3=O)CC2)cc1 (stereo unspecified)	0%	13%	-12	39%	i	1%	-17%	8%	i
COc1ccc(-c2nc(-c3ccccc3)c(-c3cc([N+](=O)[O-])ccc3C)[nH]2)cc1O	18%	9%	-16	45%	i	?	-17%	-3%	i
O=C(c1ccccc1)c1ccc(CN2C(=O)c3ccccc3C2=O)o1	26%	?	-15	14%	-26%	12%	4%	-20%	i
CCOc1ccc2c(c1)[nH]c(=S)n2C	5%	?	17	-10%	i	33%[activator]	10%	?	i
Cc1cc([N+](=O)[O-])nn1Cc1ccc(F)cc1	5%	0%	8	-9%	-13%	-1%	3%	-12%	i
